Assay outcomes deposited in PubChem by several laboratories.
NOD2 RIPK2 PPI = blocks binding of human NOD2 to RIPK2; O43353; CHO BLA complementation NOD2-RIPK2, CCF4 ratio; inhibition, % at 4.98 µM; 360,000 compounds, 0.38% hits; AID 624267; in the data active means inhibition above about 21%;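 further: 0% = vehicle only and 100% = reference blocker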
Vif imaging = blocks HIV Vif function. HEK293T cells, Vif self-association by quenched fluorescence, imaging, 24 h. inhibition, % at 7.49 µM. 340,000 compounds, 0.35% hits. AID 602346; in the data active means inhibition above about 50%, passing the limit was not always enough; further: some results filed as inactive read as strong as hits
NCOA1 inh = inhibitors of human steroid receptor coactivator 1 (SRC1) | HEK293 GAL4-SRC1 luciferase reporter, luminescence | inhibition, % at 3.6 µM | Q15788 | 360,000 compounds, 0.12% hits;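 active means inhibition above the campaign mean plus 3 SD, with each screening campaign given its own cutoff, cut at about 60% in these data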;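 further: 0% = DMSO treated cells and 100% = gossypol at 36 µM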
LMP1 NFkB inh = inhibitors of Epstein-Barr LMP1-induced NF-kappaB reporter | AID 504558 | 350,000 compounds, 0.69% hits | LMP1-induced NF-kappaB luciferase reporter cells, luminescence | inhibition, % at 12.5 µM; in the data active means inhibition above about 41%;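 further: 0% = neutral control wells and 100% = reference inhibitor control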
NCOA2 inhibitor = human SRC2 (NCOA2) inhibition | Q15596 | HEK293 GAL4-SRC2 luciferase reporter, luminescence | inhibition, % at 9 µM | 370,000 compounds, 0.17% hits | AID 651957;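 active means inhibition above the mean inhibition of all tested compounds plus 3 SD, set per campaign, cut at about 52% in these data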;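 further: 0% = DMSO treated cells and 100% = cells given Gossypol at 36 µM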
NR2F2 inh = NR2F2 (human) inhibition, primary screen; inhibition, % at 8.6 µM; P24468; 370,000 compounds, 0.7% hits; HEK293T NGFI-A luciferase reporter, luminescence;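 active means inhibition above a per-plate cutoff, mean inhibition of test wells between control levels plus 3 SD, cut at about 38% in these data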;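 further: cells cotransfected with COUP-TFII expression vector driving the NGFI-A reporter; 0% = median of COUP-TF2 test wells and 100% = reporter-only cells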
LRH-1 inv ag = suppresses constitutive activity of human LRH-1 | inhibition, % at 3.6 µM | O00482 | HEK293T StAR-luciferase reporter, LRH-1 transfected, 24 h | 360,000 compounds, 0.13% hits | AID 602396;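 active means inhibition above the mean inhibition of all tested compounds plus 3 SD, cut at about 73% in these data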;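 further: 0% = DMSO wells and 100% = reporter-only cells lacking LRH-1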
TLR9-MyD88 block = TLR9-MyD88 interaction inhibition; Q9NR96+Q99836; 340,000 compounds, 0.21% hits; inhibition, % at 4.98 µM; CHO BLA complementation TLR9-MyD88, CCF4 FRET ratio;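 active means inhibition above the mean over all tested compounds plus 3 SD, cut at about 21% in these data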;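 further: 0% = DMSO only wells and 100% = clavulanate BLA inhibitor control wells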
Target sequence (Q99836 whole entry, looked up): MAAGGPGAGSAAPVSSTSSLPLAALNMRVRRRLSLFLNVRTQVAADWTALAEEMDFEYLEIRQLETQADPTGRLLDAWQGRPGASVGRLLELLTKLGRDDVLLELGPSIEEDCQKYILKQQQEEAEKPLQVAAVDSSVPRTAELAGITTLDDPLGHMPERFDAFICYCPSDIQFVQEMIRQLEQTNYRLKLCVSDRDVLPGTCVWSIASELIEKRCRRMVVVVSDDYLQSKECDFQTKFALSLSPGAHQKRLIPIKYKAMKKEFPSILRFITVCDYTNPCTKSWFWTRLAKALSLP
Target sequence (Q9NR96 whole entry, looked up): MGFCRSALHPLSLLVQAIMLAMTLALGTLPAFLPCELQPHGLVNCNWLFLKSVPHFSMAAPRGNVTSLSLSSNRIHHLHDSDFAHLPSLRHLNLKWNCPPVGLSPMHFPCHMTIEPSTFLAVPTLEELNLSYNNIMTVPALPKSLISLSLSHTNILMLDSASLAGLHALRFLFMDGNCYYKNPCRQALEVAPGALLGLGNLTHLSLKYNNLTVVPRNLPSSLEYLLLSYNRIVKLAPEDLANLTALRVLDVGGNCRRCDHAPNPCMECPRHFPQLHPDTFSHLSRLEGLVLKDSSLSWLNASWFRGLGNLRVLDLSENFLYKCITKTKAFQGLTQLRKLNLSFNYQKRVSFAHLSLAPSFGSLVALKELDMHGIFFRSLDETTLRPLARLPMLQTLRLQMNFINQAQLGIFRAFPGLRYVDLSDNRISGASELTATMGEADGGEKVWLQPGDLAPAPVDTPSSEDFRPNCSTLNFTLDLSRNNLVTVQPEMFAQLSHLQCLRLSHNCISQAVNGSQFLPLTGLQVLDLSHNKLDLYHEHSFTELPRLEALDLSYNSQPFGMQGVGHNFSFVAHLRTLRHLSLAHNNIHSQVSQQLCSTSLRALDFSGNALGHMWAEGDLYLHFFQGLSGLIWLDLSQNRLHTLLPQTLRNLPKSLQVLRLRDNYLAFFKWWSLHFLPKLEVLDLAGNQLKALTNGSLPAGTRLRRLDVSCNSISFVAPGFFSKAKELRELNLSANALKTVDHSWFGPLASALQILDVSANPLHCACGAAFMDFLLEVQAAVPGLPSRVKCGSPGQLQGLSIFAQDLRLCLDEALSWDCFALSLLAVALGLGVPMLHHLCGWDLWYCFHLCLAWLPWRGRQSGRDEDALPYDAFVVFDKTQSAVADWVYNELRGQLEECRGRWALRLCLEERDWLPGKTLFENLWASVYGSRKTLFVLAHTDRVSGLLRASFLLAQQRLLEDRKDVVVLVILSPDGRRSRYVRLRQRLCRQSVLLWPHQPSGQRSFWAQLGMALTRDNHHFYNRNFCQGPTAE
SRC3 inh = human NCOA3 inhibition | HEK293 GAL4-SRC3 luciferase reporter, luminescence | inhibition, % at 3.6 µM | 360,000 compounds, 0.17% hits | AID 588352;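 active means inhibition above a per-campaign cutoff, the mean of all compounds plus 3 SD, cut at about 60% in these data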;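 further: 0% = DMSO-treated cells and 100% = gossypol-treated cells at 36 µM; higher means less SRC3-driven luciferase light from the GAL4 reporter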
TROY signal inh = blocks TROY-dependent signaling in reporter cells; 360,000 compounds, 0.98% hits; inhibition, % at 10 µM; AID 1347056; Q293 LMP1-TROYcd NF-kB luciferase reporter, 4 h;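 active means compounds whose plate-normalised and pattern-corrected inhibition of the luciferase reporter signal at the single screening dose is 50% or more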
C8 TRAIL sens = sensitizes caspase-8 expressing cells to TRAIL; inhibition (viability loss, TRAIL sensitization), % at 10 µM; NB7+C8 cells + TRAIL, ATPlite viability luminescence; 360,000 compounds, 1% hits;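 active means compounds causing at least 50% loss of cell viability in the single-dose screen, relative to plate controls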
Starred values were filed as active, the others as inactive; x = not tested or not shown; & = joins results of further samples. These rows are one share of the data. The share of hits here may be higher or lower than overall.

item	compound	NOD2 RIPK2 PPI	Vif imaging	NCOA1 inh	LMP1 NFkB inh	NCOA2 inhibitor	NR2F2 inh	LRH-1 inv ag	TLR9-MyD88 block	SRC3 inh	TROY signal inh	C8 TRAIL sens
1	Cc1cc(C)nc(SCc2ccc(C(=O)N/N=C3\CCCC(=O)C3)cc2)n1	3	1	-6	4	-8	5	7	-1	17	11	-7
2	CC1CCCCC1NC(=O)C1CCN(C(=O)NC2CCCCC2)CC1 (centres undefined)	-1	8	2	-4	7	-8	8	-7	-12	11	-5
3	CCN1C(=O)/C(=C2\C=Cc3cc(C)ccc3N2CC)OC1=S	-10	6	6	5	-34	-6	-16	0	13	-31	-2
4	CN(C)CCNC(=O)Cn1ccc2cc(S(=O)(=O)N3CCCCCC3)ccc21	-9	-3	-19	-3	27	15	-16	-13	-13	10	-16
5	COc1ccc(S(=O)(=O)N(C)C[C@H]2Oc3ccc(NC(=O)CCC(F)(F)F)cc3C(=O)N([C@H](C)CO)C[C@@H]2C)cc1	-1	21	-4	-20	-15	-5	-2	-3	17	9	-17
6	O=c1[nH]cnc2ccc([N+](=O)[O-])cc12	3	1	6	-2	-4	4	-3	-16	-2	1	2
7	CC(SCc1ccccc1)C(=O)Nc1ccccc1-c1ccccc1 (centres undefined)	-2	1	-5	-2	-8	-11	16	6	8	13	2
8	CCC(=O)CN(Cc1cc(OC)ccc1OC)S(=O)(=O)c1ccccc1Br	-3	-4	11	12	-28	0	-9	-6	-18	-11	-10
9	Cc1sc2ncnc(OCC(=O)N3CCN(S(=O)(=O)c4ccc(Cl)cc4)CC3)c2c1C	-3	-15	-2	-3	-7	4	-11	10	-10	0	15
10	CCc1ccc2oc(-c3cc(N)ccc3Cl)nc2c1	11	-2	-114	-47	-42	-38	-95	3	-98	57*	47*
11	O=C(NCc1ccc2c(c1)OCO2)c1[nH]c(C(F)(F)F)nc1-c1ccccc1	4	-1	4	x	10	-8	-9	x	-15	-8	-4
12	O=C(O)c1ccc(OCCN2CCCC2=O)cc1	-2	12	5	0	-3	10	8	1	4	19	3
13	COc1ccc(CC(=O)N2CCN=C2SC)cc1OC	0	4	4	5	11	12	13	2	-16	-8	4
14	CC(=O)NC(Cc1ccccc1F)C(=O)NC1CCN(C(=O)NCc2ccccc2)CC1 (centres undefined)	-4	-2	-7	-1	-22	4	6	-12	-4	12	2
15	CN(C)S(=O)(=O)c1ccc2c(c1)C(=NO)c1cc(S(=O)(=O)N(C)C)ccc1-2	-2	12	-9	-1	-25	1	12	-1	-10	-6	12
16	Cc1ccc(S(=O)(=O)NCc2nnc(SCC(=O)Nc3cccc(C)c3C)n2C)cc1	-3	20	5	2	-35	-10	7	0	4	-1	5
17	C(=C\c1ccccc1)/CN1CCN(C(c2nnnn2-c2ccc3c(c2)OCCO3)C2CC2)CC1 (centres undefined)	-1	x	17	x	-6	8	12	x	10	22	-8
18	CC(=O)Nn1c(C)nnc1-n1nc(C)cc1C	10	-4	-10	8	-5	-1	-12	1	-8	-9	18
19	COC(=O)c1cc(N=CC2=C(O)CC(C)(C)CC2=O)cc(C(=O)OC)c1	-7	-1	12	1	17	-7	6	-11	-13	4	-4
20	CCOc1ccccc1N=C1SCC(C)N1C(=O)C1CCN(c2ncnc3sc(C)c(C)c23)CC1 (centres undefined)	-2	18	-9	3	-9	5	-12	-15	11	11	0
21	O=C(NCCN1CCN(c2ccccc2)CC1)C1CCCN(S(=O)(=O)c2cnc[nH]2)C1 (centres undefined)	1	16	-1	-2	x	x	-16	-5	-1	-3	-19
22	COc1ccccc1N1CCN(C(=O)CN(C)S(=O)(=O)c2ccc(C)cc2)CC1	7	x	-11	1	14	-10	-29	-2	0	3	-11
23	CCOC(=O)c1ccc(NC(=O)c2nc[nH]c2C(=O)NC[C@H](C)O)cc1	1	-4	8	-14	-7	1	-1	1	-4	10	-9
24	COc1ccc(CC(=O)N[C@@H](C)C(=O)N2CCC3(CC2)NCCc2[nH]cnc23)cc1	-16	-5	-6	-7	11	4	9	-3	-4	-18	-28
25	O=C(NCc1ccc(F)cc1)c1ccc(Cl)c(NC2=NC3CS(=O)(=O)CC3S2)c1 (centres undefined)	3	5	-3	3	-5	7	-10	-4	-16	-7	-3
26	O=S1(=O)CCOC[C@H](c2ccccc2)N1Cc1ccccc1	-13	3	-5	-7	10	-9	18	9	12	-9	2
27	O=C(CSc1n[nH]c(=O)[nH]c1=O)NCC1CCCCC1	-9	4	11	2	-22	10	-1	1	3	7	-3
28	O=C(Nc1ccccc1OC(F)F)C1CC(=O)N(Cc2ccccc2)C1 (centres undefined)	-1	-5	-5	-7	-25	2	-7	6	-2	10	9
29	COc1ccc2c(c1OC)c(=O)n1c3ccc(OC(C)C(=O)NCCCN4CCOCC4)cc3c3ccnc2c31 (centres undefined)	21*	-4	-12	-6	x	x	-6	2	-1	-12	1
30	CCOC(=O)c1[nH]c2ccc(F)cc2c1NC(=O)c1ccccc1C(=O)O	-5	10	-38	-12	-68	0	-54	-5	-104	-3	16
31	CC1CCCC(C)N1C(=O)CSc1ccc(-c2ccc3c(c2)OCCO3)nn1 (centres undefined)	5	-1	-34	-15	-12	-13	1	-1	-43	2	8
32	O=C(c1ccc(Cl)c(S(=O)(=O)N2CCCC2)c1)N1CCCCC1	-2	x	-17	2	-12	10	-4	-11	-9	-18	6
33	CCOC(=O)C1=C(C)NC(C)=C(C(=O)OCC)C1C(=O)OCC(=O)N1CCCCC1CC (centres undefined)	-5&-10	1&-1	-5&-8	7	-63&-4	12&18	5&-3	-4	-14&-1	-30&8	-1&-5
34	Cc1ccc(S(=O)(=O)N2CCOCC2)cc1C(=O)NC1CCN(Cc2ccccc2)CC1	6	-3	-6	-6	-9	16	5	1	16	3	0
35	C/C(=N\NC(=O)CNC(=O)C1COc2ccccc2O1)c1ccc(Cl)cc1 (centres undefined)	-2	-8	-6	-8	3	-5	-9	-1	-6	-16	-2
36	Cc1ccccc1-n1c(=O)c2ccccc2n2nnnc12	0	-7	6	0	2	12	15	-7	16	11	-14
37	CCCCNC(=O)Cn1c(=O)n(C)c2ccccc21	-2	-3	2	-3	-9	3	-8	-2	14	6	-13
38	COc1cc(C(=O)N2CCCC(c3cc(C(=O)NCc4ccc(F)cc4)no3)C2)cc(OC)c1C (centres undefined)	7	-2	12	x	10	-2	-13	x	-6	-7	4
39	O=S(=O)(/C=C/c1ccccc1)NCCc1ccccn1	-3	15	15	2	13	1	-7	4	4	14	-8
40	COc1cc2c(cc1OC)C(c1ccc(C)cc1)NC(=O)C2 (centres undefined)	3	-4	-12	-35	-17	-13	10	2	0	19	-2
41	CN(CCC#N)C(=O)c1ccc(CNS(=O)(=O)c2ccc(F)cc2)cc1	11	3	-1	5	2	6	-12	8	6	9	1
42	O=[N+]([O-])c1cc(S(=O)(=O)Oc2ccccc2)ccc1Cl	58*	25	9	-1	-12	22	4	16	1	5	58*
43	NNC(=O)CN1C(c2ccc(Cl)cc2)=Nc2ccc(Br)cc2C1c1ccccc1 (centres undefined)	0	0	-12	-4	-12	11	10	-14	8	-11	3
44	O=C(N1CCN=C1SCc1cccnc1)C12CC3CC(CC(C3)C1)C2	-1	-9	-5	2	21	3	11	3	11	30	7
45	CN(C)c1ccc(N=Nc2ccccc2C(=O)OCC(=O)NC2CCCC2)cc1	-3	7	-31	-9	-15	-38	-50	-9	-25	-62	20
46	CCc1cccc(C)c1NC(=O)CSc1nc(-c2ccccc2F)nc2nc[nH]c12	-3	-2	20	-6	-10	10	14	-3	21	1	10
47	CCN(CC)Cc1ccccc1CNC(=O)c1cccc(S(=O)(=O)Nc2ccc3c(c2)OCO3)c1	9	-3	-3	-2	-9	0	-7	6	17	-20	7
48	O=C(O)c1cc(-n2cccc2)ccc1N1CCOCC1	2	-5	13	x	-27	-1	-5	x	9	4	-1
49	CCSc1nnc(-c2ccccc2NC(=O)CC)c(=O)[nH]1	2	6	-19	-4	13	5	3	2	6	6	-14
50	O=[N+]([O-])c1ccccc1CSc1nc2ccccc2o1	-6	-1	-38	-16	-59	-42	-52	-6	-45	-49	26
51	Cc1cc(-n2[nH]c(C)c(C)c2=O)nc(-c2ccccc2O)n1	-1	3	-6	15	14	3	-7	10	-1	x	13
52	O/N=C/c1ccn(-c2ccc(Br)cc2)c1	-1	6	-19	-35	-75	-12	-21	-2	-43	-62	-3
53	Cc1ccc(OCc2nc(-c3ccccn3)n[nH]2)cc1	6	x	-20	-10	-41	-11	-36	-16	-8	-36	20
54	CCN(CC)c1ccc(NC(=O)Nc2cccc3ccccc23)cc1	-11	2	-28	-17	x	x	-17	-2	-3	-14	32

Of the compounds above, these have a Cl atom:
item	compound	NOD2 RIPK2 PPI	Vif imaging	NCOA1 inh	LMP1 NFkB inh	NCOA2 inhibitor	NR2F2 inh	LRH-1 inv ag	TLR9-MyD88 block	SRC3 inh	TROY signal inh	C8 TRAIL sens
9	Cc1sc2ncnc(OCC(=O)N3CCN(S(=O)(=O)c4ccc(Cl)cc4)CC3)c2c1C	-3	-15	-2	-3	-7	4	-11	10	-10	0	15
10	CCc1ccc2oc(-c3cc(N)ccc3Cl)nc2c1	11	-2	-114	-47	-42	-38	-95	3	-98	57*	47*
25	O=C(NCc1ccc(F)cc1)c1ccc(Cl)c(NC2=NC3CS(=O)(=O)CC3S2)c1 (centres undefined)	3	5	-3	3	-5	7	-10	-4	-16	-7	-3
32	O=C(c1ccc(Cl)c(S(=O)(=O)N2CCCC2)c1)N1CCCCC1	-2	x	-17	2	-12	10	-4	-11	-9	-18	6
35	C/C(=N\NC(=O)CNC(=O)C1COc2ccccc2O1)c1ccc(Cl)cc1 (centres undefined)	-2	-8	-6	-8	3	-5	-9	-1	-6	-16	-2
42	O=[N+]([O-])c1cc(S(=O)(=O)Oc2ccccc2)ccc1Cl	58*	25	9	-1	-12	22	4	16	1	5	58*
43	NNC(=O)CN1C(c2ccc(Cl)cc2)=Nc2ccc(Br)cc2C1c1ccccc1 (centres undefined)	0	0	-12	-4	-12	11	10	-14	8	-11	3
